Assay outcomes from PubChem BioAssay.
KCNQ2 block: KCNQ2 channel blockers in CHO-K1 cells – cell-based, FluxOR thallium flux, B-score, primary screen (AID 2156). 20 min; stronger effect = lower value. B-score at 10 µM. 1.1% of 310,000 active. O88943;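 active = fluorescence ratio B-score at most minus 3 library SDs, with starting brightness B-score within 2 library SDs, cut at about -5.5 in these data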
STK33 inh: inhibitors of human STK33 kinase; purified STK33, MBP phosphorylation, ADP-Glo luminescence; AID 2661; 0.073% of 320,000 active; inhibition, % at 10 µM;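 active = inhibition at or above 25%, using the most active replicate where run in duplicate; inactive = inhibition below 25%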
Target sequence (Q9BYT3 whole entry, looked up): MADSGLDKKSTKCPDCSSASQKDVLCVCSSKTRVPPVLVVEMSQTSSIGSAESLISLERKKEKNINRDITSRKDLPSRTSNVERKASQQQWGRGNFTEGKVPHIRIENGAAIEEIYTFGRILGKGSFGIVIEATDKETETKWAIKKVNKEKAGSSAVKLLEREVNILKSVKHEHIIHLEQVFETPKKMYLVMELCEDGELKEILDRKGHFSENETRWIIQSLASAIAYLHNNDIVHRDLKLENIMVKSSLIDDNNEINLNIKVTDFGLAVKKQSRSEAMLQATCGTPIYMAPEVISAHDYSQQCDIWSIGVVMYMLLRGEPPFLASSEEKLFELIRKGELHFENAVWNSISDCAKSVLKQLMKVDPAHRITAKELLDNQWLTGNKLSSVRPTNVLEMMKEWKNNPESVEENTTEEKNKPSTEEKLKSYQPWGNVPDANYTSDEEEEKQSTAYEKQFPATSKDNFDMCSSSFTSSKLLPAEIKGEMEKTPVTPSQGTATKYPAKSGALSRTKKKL
Kir21 block: inhibitors of mouse Kir2.1 inward-rectifier potassium channel; 0.85% of 310,000 active; B-score at 10 µM; HEK293-Kir2.1, FluxOR thallium flux fluorescence; stronger effect = lower value;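 active = fluorescence ratio B-score at or below minus 3 SD of library scores, with starting-brightness B-score within 2 SD, cut at about -4.2 in these data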;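 also: channel flux triggered by added potassium and thallium sulfate stimulus; B-score of peak minus minimum fluorescence over baseline after thallium stimulus; more negative B-score means stronger Kir2.1 block with less thallium influx; some compounds called inactive have numbers as strong as hits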
Target sequence (P35561 whole entry, looked up): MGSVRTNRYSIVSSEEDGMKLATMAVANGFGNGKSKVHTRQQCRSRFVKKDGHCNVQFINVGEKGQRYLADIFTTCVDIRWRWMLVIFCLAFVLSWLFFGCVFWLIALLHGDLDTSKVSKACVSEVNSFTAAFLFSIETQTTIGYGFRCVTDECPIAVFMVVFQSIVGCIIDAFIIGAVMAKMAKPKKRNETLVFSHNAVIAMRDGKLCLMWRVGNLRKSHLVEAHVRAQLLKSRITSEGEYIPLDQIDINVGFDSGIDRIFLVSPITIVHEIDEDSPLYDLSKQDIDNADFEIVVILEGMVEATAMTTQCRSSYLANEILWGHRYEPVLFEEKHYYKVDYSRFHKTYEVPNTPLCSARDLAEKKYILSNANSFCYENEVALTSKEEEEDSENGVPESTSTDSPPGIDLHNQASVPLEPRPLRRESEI
The depositor's hits bear a star; i = inactive; · = no result given. No enrichment for hits. Share with any hit: about 1.9%.

SMILES | KCNQ2 block | STK33 inh | Kir21 block
COc1ccc(CCNCc2csc3nc4ccccc4n23)cc1OC | i | -1.3 | -2.6
O=C(c1n[nH]c2c1CCCC2)n1ccnc1 | i | 0.3 | -0.34
COc1ccc(C)cc1S(=O)(=O)N1CCN(C(=O)c2ncoc2-c2ccccc2F)CC1 | i | -0.6 | -1.6
COc1ccccc1CNC(=O)COC(=O)CCN=C1NS(=O)(=O)c2ccccc21 | i | 1.1 | 1.1
CC(C)C(=O)NCc1cc(-c2ccc(Cl)cc2)no1 | i | -2.1 | 0.02
CCOC(=O)c1cnc2ccc(OC)cc2c1NCCc1ccc(OC)c(OC)c1 | i | · | -0.09
C/C(=N\NC(=O)COc1ccc(C)cc1[N+](=O)[O-])c1cccs1 | i | 0.5 | -0.39
CC(C)Oc1ccc(CC2CCC(=O)N(C)C2=O)cc1 (stereo not given) | i | · | -0.6
C/C(=N\Nc1nccnc1Cl)c1ccc(Cl)c(Cl)c1 | i | -0.9 | 0.08
NC(=O)c1nsc(C(=O)N(c2cccc(F)c2)C(C(=O)NCC2CCCO2)c2c[nH]c3ccccc23)c1N (stereo not given) | i | 0.3 | -2.1
CC(=O)Nc1nc(=S)ss1 | i | -0.7 | -0.1
S=C(NCCc1ccccn1)Nc1ccccc1Cl | i | -0.7 | -0.41
O=C(COc1ccc(Br)cc1)Nc1ccncc1 | i | 1.1 | 3
O=C1C2CC(O)CN2C(=S)N1Cc1ccccc1 (stereo not given) | i | 3.7 | -0.89
C=CCOC(=O)C1=C[C@@H](c2cn(C(C)=O)c3ccccc23)C[C@@H](OCCCCO)O1 | i | -2.7 | 0.27
N#CCCn1cc(C(N)=O)c(-c2cccs2)n1 | i | -0.2 | -0.01
O=C(CN1C(=O)COc2ccccc21)N1CCc2ccccc21 | i | -1.0 | 1.7
COc1ccc(-c2nn(-c3ccccc3)cc2/C=N/N=C(N)N)cc1OC | i | -1.1 | -0.13
COc1ccc(N(C(=O)c2snc(C(N)=O)c2N)C(C(=O)NCc2ccccc2)c2ccc(O)cc2)cc1OC (stereo not given) | i | · | 1.5
C/C(=N/Nc1ccccc1[N+](=O)[O-])c1ccc([N+](=O)[O-])cc1 | i | 0.2 | 0.45
Cc1ccc(NS(=O)(=O)c2cccc(C(=O)N/N=C/c3ccc4c(c3)OCCO4)c2)c(C)c1 | i | -1.2 | -0.26
CCOC(=O)NC(CC(=O)O)c1ccc(OC)c(OC)c1 (stereo not given) | i | -1.8 | 1.1
COCCn1c(-c2ccco2)nc2nc3ccccc3nc21 | i | -0.1 | 0.13
Cc1sc2ncnc(N3CCC(C(=O)NNC(=O)c4ccc(Cl)cc4)CC3)c2c1C | i | 0.0 | 1.1
CC(C)n1c(=S)[nH]c2ccccc21 | i | 0.0 | -0.39
CCCn1nc(NS(=O)(=O)c2ccccc2)c2cc3ccccc3nc21 | i | 0.0 | -0.32
CC1(C)Cc2ccccc2C(=C(C#N)C#N)N1 | i | 0.0 | 0.11
O=C(Nc1nccs1)c1ccc(Cl)nc1 | i | -0.1 | -0.57
O=C(CS(=O)(=O)Cc1ccccc1)Nc1ccc2c(c1)OCO2 | i | -2.0 | 1.5
O=C(CC(Nc1cccc(Cl)c1Cl)C(=O)OCC(=O)c1cccs1)c1ccccc1 (stereo not given) | i | -1.8 | -2.8
N/C(CCS(=O)(=O)c1ccc(Cl)cc1)=N\OC(=O)c1ccccc1Cl | i | -0.7 | -1.9
O=C(NCc1ccccc1)C1CCN(C(=O)Cc2ccccc2)CC1 | i | -0.7 | 0.2
CC1CCC(NC(=O)c2ccc3nc[nH]c3c2)CC1 (stereo not given) | i | -0.5 | 0.3
Cc1ccccc1OCc1nnc(SCC(=O)N2c3ccccc3Sc3ccc(Cl)cc32)o1 | -7.7* | -1.1 | -0.08
Cn1cc(CN2C[C@]3(C)C[C@H]2CC(C)(C)C3)c(-c2ccc3c(c2)OCCO3)n1 | i | -0.8 | -0.46
Cc1ccccc1OCC(=O)Nc1ccc(N2CCN(C(=O)c3ccco3)CC2)cc1 | i | -1.0 | -0.5
CCCCNC(=O)[C@H](Cc1c[nH]c2ccccc12)NC(=O)c1ccccc1Cl | i | 0.9 | -0.54
COC(=O)c1sccc1-n1cc(C#N)c(=O)n(C)c1=O | i | -1.1 | -0.95
CCOC(=O)c1cc(CC)sc1NC(=O)c1ccc(N2CCOCC2)c([N+](=O)[O-])c1 | i | 3.8 | 0.16
O=C(CCn1c(=S)[nH]c2ccccc2c1=O)NCC1CCCO1 (stereo not given) | i | -3.4 | 0
COc1cc(NC(=O)c2cc3cccc(OC)c3o2)cc(C(=O)Nc2cccc(C(F)(F)F)c2)c1 | -7.6* | 2.2 | 0.65
COC(=O)c1cc(S(=O)(=O)NCc2ccccc2OC)cn1C | i | -0.2 | -0.93
COc1ccccc1OCc1nnc(SCC(=O)N2CCCCC2)n1-c1ccccc1 | i | 1.1 | 1.3
COc1cc(-c2nnc(COC(=O)CSc3cc(C)c4ccccc4n3)o2)cc(OC)c1OC | i | 0.1 | -1.3
O=C(CN1CCCC1)Nc1cccc(Cl)c1Cl | i | · | -0.7
COCC(=O)N(Cc1ccco1)c1nnc(C2CCOC2)s1 (stereo not given) | i | 0.1 | 0
O=C(NC1=NCCS1)C12CC3CC(CC(C3)C1)C2 | i | -1.9 | 0.43
CCNC(=S)N/N=C(\C)c1cccc(C(F)(F)F)c1 | i | -0.3 | 0.17
COc1ccc(OCc2nnc3n2N=C(c2ccc(Br)cc2)CS3)cc1 | i | -0.7 | 1.8
COc1ccccc1N(C)S(=O)(=O)c1ccc(C(=O)NCC(C)C)cc1 | i | -0.8 | -0.04

Next part:
SMILES | KCNQ2 block | STK33 inh | Kir21 block
COCCC(=O)N1CCC(Oc2ccc(C(=O)NCCCC3CCCC3)cc2)CC1 | i | 0.3 | -0.03
Cc1ncc(CN2CCCC(C(=O)Nc3ccc(-c4cccc(F)c4)cc3)C2)n1C (stereo not given) | -5.7* | -2.2 | -4.3*
Nc1nc2ccc(C(=O)N3CCCCC3)cc2s1 | i | 3.9 | -0.1
COc1ccc(CC(=O)NNS(=O)(=O)c2ccccc2[N+](=O)[O-])cc1OC | i | 0.4 | 0.86
CCCc1nc(SCC(=O)Nc2cc(C)on2)c2ccccc2n1 | i | 0.4 | -0.21
CN(CC(=O)Nc1cccc(F)c1)C(=O)c1ccc2c(c1)S(=O)(=O)N=C1CCCCCN12 | i | 0.1 | 1.1
O=C(CNC(=O)c1cccs1)N=Nc1c(O)[nH]c2ccc([N+](=O)[O-])cc12 | i | 0.3 | 1.3
O=C(Cn1ncc2c3ccccc3n(Cc3ccccc3)c2c1=O)NCCCN1CCOCC1 | i | 0.0 | -2.5
O=C(CSc1oc(-c2cccs2)nc1S(=O)(=O)c1ccc(F)cc1)NCC1CCCO1 (stereo not given) | i | -1.0 | -1.2
CCCCC[C@H](O)/C=C/[C@H]1CCC(=O)[C@@H]1CCCCCCC(=O)N1CCCCC1CO (stereo not given in full) | i | -0.6 | -0.1
C/C(=N\Nc1ccc(S(N)(=O)=O)cc1[N+](=O)[O-])c1cccnc1 | i | -0.3 | 0.86
O=C(NCCCN1CCCC1=O)c1ccc(S(=O)(=O)Nc2ccccc2F)cc1 | i | -0.4 | -0.31
C[C@H](NC(=O)c1nc[nH]c1C(=O)N[C@@H](Cc1ccccc1)C(=O)OC(C)(C)C)C(=O)OCc1ccccc1 | i | -1.1 | -1.2
O=C(NC(Cc1c[nH]c2ccccc12)C(=O)O)/C(=C\c1ccccc1)NC(=O)c1ccccc1 (stereo not given) | i | 1.3 | -0.06
O=C(CCN1C(=O)S/C(=C\c2ccccc2)C1=O)N1CCOCC1 | i | -0.2 | 1.4
O=C(/C=C/Nc1ccc(F)c(F)c1)c1ccc(Br)cc1 | i | 3.5 | 0.02
C/C(=N\NC(=O)c1ccc(NS(=O)(=O)c2cccs2)cc1)c1ccc(C(C)(C)C)cc1 | i | -0.7 | 0.95
COCc1cc(=O)[nH]c(Cc2c(Cl)cccc2Cl)n1 | i | -0.1 | -1.1
COc1ccc(-c2ccc(-c3noc(-c4ccccc4)n3)c(OC)n2)cc1 | i | -0.5 | 0.6
Cc1ccccc1Cn1c(=N)n(CC(=O)c2ccco2)c2ccccc21 | i | -0.5 | -2.2
CC[C@@H](C)[C@H](CNC)NC[C@@H](Cc1cccc2ccccc12)NCCc1cccc(C(F)(F)F)c1 | -8.5* | 0.1 | -6.5*
CCc1ccc(OCC(=O)Nc2ccc(CN3CCCCC3)cc2)cc1 | i | -0.2 | -0.05
Cc1ccc(C2(C)NC(=O)N(CC(=O)Nc3ccc(-c4nc5ccc(C)cc5s4)cc3)C2=O)cc1 (stereo not given) | i | 1.1 | -0.39
CC1CN(CCn2cnc3c(N)ncnc32)CC(C)O1 (stereo not given) | i | -0.8 | 1.4
Cn1c(=O)n(Cc2ccco2)c(=N)c2c3c(sc21)CCC3 | i | -1.4 | 0.84
CC1=C([N+](=O)[O-])C(c2ccc3c(c2)OCO3)N(C)C(=O)N1C (stereo not given) | i | 0.0 | 0.18
O=C(Cn1c(=O)n(CCC(=O)N2CCc3ccccc3C2)c(=O)c2ccccc21)NCC1CCCO1 (stereo not given) | i | · | 0.56
Cc1ccnc(NS(=O)(=O)c2ccc(NC(=O)Cc3ccc(Cl)cc3)cc2)n1 | i | 0.0 | -1.6
COc1ccc(-c2c(-c3ccc4c(c3)OCO4)noc2C)cn1 | i | 0.0 | -1.5
CS(=O)(=O)N1CCC(C(=O)Nc2ccccc2Sc2ccccc2)CC1 | i | -0.2 | -0.28

In a second layout: entries from further up
| Molecule | KCNQ2 block | STK33 inh | Kir21 block |
| --- | --- | --- | --- |
| C/C(=N\NC(=O)c1ccc(NS(=O)(=O)c2cccs2)cc1)c1ccc(C(C)(C)C)cc1 | i | -0.7 | 0.95 |
| COCc1cc(=O)[nH]c(Cc2c(Cl)cccc2Cl)n1 | i | -0.1 | -1.1 |
| COc1ccc(-c2ccc(-c3noc(-c4ccccc4)n3)c(OC)n2)cc1 | i | -0.5 | 0.6 |
| Cc1ccccc1Cn1c(=N)n(CC(=O)c2ccco2)c2ccccc21 | i | -0.5 | -2.2 |
| CC[C@@H](C)[C@H](CNC)NC[C@@H](Cc1cccc2ccccc12)NCCc1cccc(C(F)(F)F)c1 | -8.5* | 0.1 | -6.5* |
| CCc1ccc(OCC(=O)Nc2ccc(CN3CCCCC3)cc2)cc1 | i | -0.2 | -0.05 |
| Cc1ccc(C2(C)NC(=O)N(CC(=O)Nc3ccc(-c4nc5ccc(C)cc5s4)cc3)C2=O)cc1 (stereo not given) | i | 1.1 | -0.39 |
| CC1CN(CCn2cnc3c(N)ncnc32)CC(C)O1 (stereo not given) | i | -0.8 | 1.4 |
| Cn1c(=O)n(Cc2ccco2)c(=N)c2c3c(sc21)CCC3 | i | -1.4 | 0.84 |
| CC1=C([N+](=O)[O-])C(c2ccc3c(c2)OCO3)N(C)C(=O)N1C (stereo not given) | i | 0.0 | 0.18 |
| O=C(Cn1c(=O)n(CCC(=O)N2CCc3ccccc3C2)c(=O)c2ccccc21)NCC1CCCO1 (stereo not given) | i | · | 0.56 |
| Cc1ccnc(NS(=O)(=O)c2ccc(NC(=O)Cc3ccc(Cl)cc3)cc2)n1 | i | 0.0 | -1.6 |
| COc1ccc(-c2c(-c3ccc4c(c3)OCO4)noc2C)cn1 | i | 0.0 | -1.5 |
| CS(=O)(=O)N1CCC(C(=O)Nc2ccccc2Sc2ccccc2)CC1 | i | -0.2 | -0.28 |

(cont.)
SMILES | KCNQ2 block | STK33 inh | Kir21 block
O=C(Nc1cccnc1)c1cccc(S(=O)(=O)N2CCCC2)c1 | i | -0.4 | 1.6
CNC(=O)c1c(O)c2cccc3c2n(c1=O)CC3 | i | 1.3 | -0.78
N#Cc1cc2c(nc1SCC(=O)Nc1nccs1)CCCCC2 | i | -0.8 | 0.02
O=C(CSc1ccc2nnc(-c3cccnc3)n2n1)Nc1cccc(F)c1 | i | 1.4 | -0.7
COc1ccc2cc(C(=O)COC(=O)COc3ccc4c(C)cc(=O)oc4c3)ccc2c1 | i | -1.6 | 0.99
CCCCNC(=O)COC(=O)c1ccc(N(C)C)cc1 | i | -1.3 | -0.25
CC1CCC(NC(=O)c2ccc(/C=C3\Oc4ccccc4N(C)C3=O)cc2)CC1 (stereo not given) | i | · | 0.05
CC(C)N=C(NS(=O)(=O)c1ccc(Br)cc1)c1ccc(Cl)cc1 | i | 0.4 | 0.47
NC(=O)C1(N2CCCCC2)CCN(c2nc(-c3ccc(Br)cc3)cs2)CC1 | i | -1.0 | -1
CCOC(=O)c1c(-c2ccc(OC)cc2)csc1/N=C/C1C(=O)CCCC1=O | i | 0.1 | -0.12
COc1ccc(CCNC(=O)CSc2nc3[nH]ncc3c(=O)n2-c2ccccc2Br)cc1OC | i | 1.0 | -1.6
O=C(CSc1nnc(CNc2cccc(Cl)c2)o1)OC1CCCCC1 | i | -1.5 | 1.5
CCN(CC(=O)Nc1ccccc1OC)C(=O)Cn1cnc2ccccc2c1=O | i | -0.9 | 0.83
CN(C)S(=O)(=O)c1ccc(C(=O)Nc2nnc(SCC(=O)NCC3CCCO3)s2)cc1 (stereo not given) | i | -3.0 | -1.7
O=C(O)CCCCCNc1ncnc2ccc(Br)cc12 | i | 4.7 | 0.49
O=C1Nc2ccc([N+](=O)[O-])cc2C1(O)N1CCCCC1 (stereo not given) | i | -0.2 | -0.1
CCOc1ccc(C(=O)C(C)OC(=O)C2CCN(c3ccc(C(F)(F)F)cn3)CC2)cc1 (stereo not given) | i | -1.2 | -0.12
CN1/C(=C\C(=O)CSc2nnc(N)s2)C(C)(C)c2ccccc21 | i | 1.9 | 1.1
Cc1ccc(CS(=O)Cc2ccc(C(=O)N3CCN(c4ccc(F)cc4)CC3)o2)cc1 (stereo not given) | i | 0.0 | -1.9
